NLRP3 yeast inh: inhibitors of NALP3 inflammasome in yeast | AID 2825 | hit rate 0.39% among 330,000 | inhibition, % at 10 µM | Yeast reconstituted NLRP3/ASC/caspase-1, beta-gal luminescence, 24 h;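 active = inhibition of 50% or more; inactive = inhibition below 50%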;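 note: plate controls were induced DMSO wells for no effect and uninduced yeast grown without galactose for full effect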
SENP1 FRET inh: inhibitors of human SENP1 SUMO protease catalytic domain; inhibition, % at 10 µM; recombinant SENP1 catalytic domain, CyPet-SUMO1-YPet FRET cleavage; Q9P0U3; hit rate 0.21% among 360,000;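 active = inhibition at least 30% at 10 µM, raw YFP signal under a set limit, fluorescence ratio 0.5 to 1.5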;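 note: 0% = enzyme with DMSO and 100% = no enzyme wells; some results filed as inactive read as strong as hits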
Target sequence (Q9P0U3 419-644 limits assumed): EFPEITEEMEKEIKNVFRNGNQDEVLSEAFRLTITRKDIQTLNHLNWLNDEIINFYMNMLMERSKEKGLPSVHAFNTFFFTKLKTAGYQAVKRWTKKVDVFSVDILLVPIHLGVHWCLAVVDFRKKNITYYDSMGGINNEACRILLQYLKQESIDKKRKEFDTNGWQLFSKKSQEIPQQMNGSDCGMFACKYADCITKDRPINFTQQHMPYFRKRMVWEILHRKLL
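Compound: 10 µM single point, 0.5% DMSO; Test system: hSENP1 catalytic domain, recombinant; Timing: 50 min reaction at room temperature; Technique: FRET, CFP and YFP emission; Control set: no-enzyme wells low, DMSO-plus-enzyme wells high control.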
Apaf1 inhib: human Apaf-1 inhibition; reconstituted apoptosome caspase-3 activity, DEVD-Rh110 fluorescence; inhibition, % at 20 µM; hit rate 0.71% among 330,000; AID 489030; active = inhibition of at least 40% at 20 µM;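 note: plate controls were DMSO wells for no effect and DEVD-CHO caspase inhibitor wells for full effect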
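System: reconstituted apoptosome with Apaf-1, cytochrome c, caspase-9, procaspase-3, dATP; Signal: Rh110 fluorescence intensity; Schedule: 30 min compound preincubation, 50 min activation, room temperature; Reagent: cytochrome c trigger plus (Z-DEVD)2-Rh110 caspase-3 substrate.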
SENP8 block-1: SENP8 (human) protease inhibition | hit rate 0.64% among 360,000 | AID 602440 | recombinant SENP8, Nedd8 substrate fluorescence | Q96LD8 | inhibition, % at 20 µM; in the data active = inhibition mostly above about 40%, no sharp cut-off; inactive = mostly below about 27%
Target sequence (Q96LD8 whole entry, looked up): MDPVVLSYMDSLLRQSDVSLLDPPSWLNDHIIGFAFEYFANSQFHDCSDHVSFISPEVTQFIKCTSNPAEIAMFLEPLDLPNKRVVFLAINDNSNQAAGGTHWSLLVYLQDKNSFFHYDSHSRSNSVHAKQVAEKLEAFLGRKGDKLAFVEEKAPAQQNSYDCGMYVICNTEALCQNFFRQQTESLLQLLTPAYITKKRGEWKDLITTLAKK
SENP7 inh: blocks the human protease SENP7. Q9BQF6. recombinant SENP7, Z-RLRGG-aminoluciferin luminescence, 40 min. inhibition, % at 5 µM. hit rate 1.5% among 330,000. AID 434973;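 active = inhibition above about 50% at the single test dose, limit read from the data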;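 note: plate controls were DMSO with enzyme for no effect and no enzyme buffer wells for full effect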
SENP8 block-2: inhibitors of human SENP8 protease | inhibition, % at 10 µM | AID 2540 | hit rate 1.2% among 330,000 | Q96LD8 | purified SENP8, Z-RLRGG-aminoluciferin cleavage, luminescence; in the data active = inhibition above about 50%
HKDC1 inhibitor: inhibitors of human hexokinase HKDC1. inhibition, % at 20 µM. recombinant HKDC1, G6PDH/diaphorase resazurin coupled fluorescence. hit rate 0.16% among 340,000. Q2TB90;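 active = inhibition above about 35% when tested at 20 µM, limit read from the data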;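 note: plate controls were DMSO wells with enzyme for no effect and DMSO wells lacking enzyme for full effect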
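Material: recombinant HKDC1 hexokinase; Amount: HKDC1 at 5 µg/mL; Medium: Tris pH 8.0 buffer with MgCl2, Tween-20, BSA, BME; Schedule: 90 min reaction incubation at room temperature, dark; Technique: coupled resazurin fluorescence, excitation 525 nm, emission 613 nm.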
PfGluPho inh: PfG6PD (Plasmodium falciparum) enzyme inhibition; hit rate 0.78% among 350,000; inhibition, % at 20 µM; AID 504690; PfGluPho enzyme, NADPH resazurin-diaphorase fluorescence;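 active = inhibition reaching at least a set limit at 20 µM in the primary screen, cut at about 59% in these data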;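 note: 0% = DMSO wells with substrate and 100% = DMSO wells lacking glucose-6-phosphate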
SENP6 block: inhibitors of human SENP6 protease. Recombinant SENP6 catalytic domain, aminoluciferin luminescence. Q9GZR1. hit rate 1.8% among 330,000. inhibition, % at 10 µM;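 active = inhibition above about 50% at the single tested dose, limit read from the data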;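 note: plate controls were DMSO wells with enzyme for no effect and DMSO wells lacking enzyme for full effect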
Target sequence (Q9GZR1 628-1112 limits assumed): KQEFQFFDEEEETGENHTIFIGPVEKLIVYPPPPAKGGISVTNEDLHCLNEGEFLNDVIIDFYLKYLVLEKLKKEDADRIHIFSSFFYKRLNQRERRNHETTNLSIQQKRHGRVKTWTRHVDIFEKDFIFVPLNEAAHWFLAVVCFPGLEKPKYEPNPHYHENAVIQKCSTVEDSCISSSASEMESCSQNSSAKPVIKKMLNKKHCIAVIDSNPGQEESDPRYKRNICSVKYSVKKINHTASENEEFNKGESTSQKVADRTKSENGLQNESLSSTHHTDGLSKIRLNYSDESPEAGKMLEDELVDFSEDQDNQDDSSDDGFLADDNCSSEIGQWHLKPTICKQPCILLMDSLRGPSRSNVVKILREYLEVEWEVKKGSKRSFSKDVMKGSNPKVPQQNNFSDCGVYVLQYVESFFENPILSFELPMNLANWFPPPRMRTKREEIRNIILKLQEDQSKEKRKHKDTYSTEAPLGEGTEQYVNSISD
* marks the source's active call; other numbers are inactive results; i = inactive; nt = not tested or not shown; & = joins results of further samples. Compounds as they come, and some 4.1% of all compounds hit somewhere here.

SMILES	NLRP3 yeast inh	SENP1 FRET inh	Apaf1 inhib	SENP8 block-1	SENP7 inh	SENP8 block-2	HKDC1 inhibitor	PfGluPho inh	SENP6 block
O=c1c2ccsc2ncn1Cc1ccc(Cl)cc1	27	-4	9	4	8	-3	0	2	1
CCCCOc1ccc(C(=O)N/C(=C\c2cccc([N+](=O)[O-])c2)C(=O)OCc2ccco2)cc1	8	2	-4	8	2	3	0	4	1
CC(C)C1Nc2ccc(S(N)(=O)=O)cc2C2C=CCC21 (stereo unspecified)	27	-21	39	18	3	8	4	21	22
O=C(COc1ncnc2cc([N+](=O)[O-])ccc12)NCCc1ccc(Cl)cc1	29	-36	0	-76	0	-1	-5	26	-5
CCCCOc1ccc(C(C)NC(=O)CCS(=O)(=O)Cc2ccccc2F)cc1 (stereo unspecified)	14	0	8	16	2	4	18	-8	7
O=C(CCc1nc(-c2ccccc2)c(-c2ccccc2)o1)OCc1ccc(Br)cc1	-7	1	12	-11	-11	-8	1	5	-3
CC(CCc1ccccc1)NC(=O)c1ccco1 (stereo unspecified)	23	0	-6	11	0	-4	-5	-14	2
COC(=O)c1scc(C)c1NC(=O)Nc1ccccc1	23	1	-2	23	3	0	3	-5	-10
O=C(COC(=O)c1ccccc1NCCO)NCc1cccs1	11	-6	10	i	-8	-4	1	5	-10
COC(=O)CCC(=O)OC1(C)C(=O)C2=CN(CCCOC(C)C)C(c3ccc(OC)cc3)=CC2=C(Br)C1=O (stereo unspecified)	16	-62	79*	-3	8	10	28	82*	43
O=C(O)CCC(=O)Nc1ccc2c(c1)Cc1cc(NC(=O)CCC(=O)O)ccc1-2	-10	3	10	4	-1	-1	4	-5	-8
CCn1c(=O)c(C(=O)NCc2ccc(OC)cc2)c(O)c2ccccc21	6	1	1	-22	-1	4	-10	-11	-3
CCOc1cccc(C=Nc2cc(C)cc(C)c2O)c1O	11	6	12	29	6	10	5	38	17
COc1ccccc1-n1nc(C(=O)Nc2ccc3c(c2)OCO3)c2ccccc2c1=O	12	2	3	18	1	-3	1	-12	6
CCc1ccc(N/C(=N/c2nc(C)cc(C)n2)NC(C)=O)cc1	13	1	8	20	-3	-5	-4	11	-6
O=C(COC(=O)C1=COCCO1)Nc1ccccc1Oc1ccccc1	15	3	-20	4	5	0	-12	2	1
O=C(Cn1c(=O)oc2cc(S(=O)(=O)N3CCCC3)ccc21)N1CCCC1	-7	2	-7	4	-4	6	-4	9	-3
CCC(Sc1nc2n[nH]c(C)c2c(=N)n1-c1cccc(Cl)c1C)C(=O)N(CC)CC (stereo unspecified)	13	0	10	10	1	5	8	-3	-5
COc1ccc(NC(=O)Nc2cccc3c2O[C@H](CN(C)C(=O)NC2CCCCC2)[C@@H](C)CN([C@H](C)CO)C3=O)cc1	6	3	5	7	7	6	-7	5	-20
CCOC(=O)c1c(NC(=O)c2nn(C)cc2[N+](=O)[O-])sc(C)c1C	20	-1	1	21	3	2	4	-5	0
Cc1ccc(N(Cc2ccccc2)C(=O)Cc2ccc(S(=O)(=O)N3CCOCC3)s2)cc1	8	1	23	3	-1	-8	0	18	-8
CCN1CCC[C@H]1CNC(=O)c1c(O)c(Cl)cc(Cl)c1OC	18&12	-2	-10&0	-103	-5&-3	9&-8	-4	12	6&-8
COc1ccc(-c2noc(CCC(=O)N3CCN(c4ccc(Cl)cc4)CC3)n2)cc1	nt	-1	3	-3	-4	nt	-11	-6	nt
CCOC(=O)C1CCN(C(=O)C(C)Sc2ccc(Cl)cc2)CC1 (stereo unspecified)	19	3	10	15	-7	-9	-2	-24	-15
CCCc1cc(=O)oc2cc(OCC(=O)N3C[C@H]4C[C@@H](C3)c3cccc(=O)n3C4)c(Cl)cc12	7	0	3	9	2	1	15	0	2

Further compounds follow.
SMILES	NLRP3 yeast inh	SENP1 FRET inh	Apaf1 inhib	SENP8 block-1	SENP7 inh	SENP8 block-2	HKDC1 inhibitor	PfGluPho inh	SENP6 block
Cc1csc(NC(=O)c2ccco2)c1C(=O)c1ccccc1	9	3	-15	22	4	1	-3	-17	-1
CCc1nnc(NC(=O)c2cc(-c3ccc(C)o3)nc3ccccc23)s1	20	-9	14	i	4	-4	3	33	6
Cc1cc(N2CCN(C(c3ccccc3)c3ccc(Cl)cc3)CC2)n2ncnc2n1 (stereo unspecified)	10	0	18	9	-4	-1	4	-2	0
CC(C)CC(=O)Nc1ccccc1-c1nnn(CC(=O)N2CCc3ccccc3C2)n1	14	1	14	32	-2	-7	-4	3	-7
CN(C)CCNc1oc(COc2ccc(Cl)cc2)nc1C#N	-14	-1	-2	32	-1	0	1	3	-29
COc1ccc2c(c1)c(CC(=O)OCC(N)=O)c(C)n2C(=O)c1ccc(Cl)cc1	0	1	10	19	-6	-11	4	9	-8
O=C(CCn1nc(-c2ccc(Cl)cc2)ccc1=O)N1CCN(c2ccc(F)cc2)CC1	22	1	20	5	2	-2	-1	8	1
Cc1cccc(-n2c(Cn3nc(C)c([N+](=O)[O-])c3C)n[nH]c2=S)c1	22	1	0	20	2	2	1	39	-12
Cc1cc(NC(=O)Cn2c(C)nc3ccccc3c2=O)ccc1Br	7	1	24	23	-11	-2	2	-5	-7
CCOC(=O)c1cn(CC2CC2)c2cc(F)c(F)cc2c1=O	16	2	-7	21	-3	0	-4	21	-24
COC(=O)c1ccc(/C=C/C(=O)OCC(=O)Nc2cc(C)on2)cc1	25	2	3	0	9	0	-4	-3	-4
O=C(CC(CC(=O)c1ccccc1)C(=O)O)c1ccccc1	4	1	9	13	10	-2	-9	-19	3
CCOC(=O)N1CCN(C(=O)CN(C2CCCCC2)S(C)(=O)=O)CC1	4	-1	-6	15	-2	-3	3	-18	-16
Cc1ccc(Nc2nc3nonc3nc2N(C)C)cc1	12	0	-10	32	5	6	-4	-3	16
CC(C)(C)C(=O)NC1CCN(C(=O)N2CCCC2)CC1	7	0	0	24	3	2	0	11	-2
CCOc1ccccc1N1CC(C(=O)N(CC)CC(=O)Nc2ccc3c(c2)OCCO3)CC1=O (stereo unspecified)	4	-3	18	1	1	-12	-9	-7	-6
OCC1CCCCN1C(=S)Nc1cccc(Cl)c1 (stereo unspecified)	-5	3	-1	8	-7	-4	-10	12	1
Cc1ccnc(OC(C(=O)O)C(OCc2ccccc2)(c2ccccc2)c2ccc(C(F)(F)F)cc2)n1 (stereo unspecified)	-1	-10	14	6	14	-8	6	-7	15
O=C(CN1C(=O)/C(=C\c2ccco2)SC1=S)Nc1ccc(O)cc1C(=O)O	8	-4	11	21	8	9	17	-19	12
COC(=O)c1cc2c(s1)CS(=O)C2 (stereo unspecified)	7	3	-4	10	8	-1	-7	0	-6
CN(C)S(=O)(=O)c1ccc(C(=O)N2CC(=O)Nc3ccc(F)cc3C2c2ccc(F)cc2)cc1 (stereo unspecified)	14	0	0	17	-2	-2	-3	0	13
S=C1NC[C@H](c2ccccc2)N1CC1CCCCC1	3	2	26	16	-22	-11	-2	-1	-11
CCOc1ccc(C2c3[nH]c4ccccc4c3CCN2C(=O)Cn2cncn2)cc1 (stereo unspecified)	15	0	17	10	1	-5	-4	9	-7
O=C(Nn1c(=O)[nH]c2ccccc2c1=O)c1ccco1	4	2	-3	4	-5	6	-3	1	5
N#Cc1cccc(NC(=O)c2cncn2-c2ccccc2)c1	17	0	7	1	-8	-7	-5	-6	-2

(further entries)
SMILES	NLRP3 yeast inh	SENP1 FRET inh	Apaf1 inhib	SENP8 block-1	SENP7 inh	SENP8 block-2	HKDC1 inhibitor	PfGluPho inh	SENP6 block
CCOC(=O)c1c(C)[nH]c(C(=O)OCC(=O)c2ccc3c(c2)NC(=O)CO3)c1C	14	3	3	-6	-3	0	-4	5	-3
CCOC(=O)C1=C(C)c2ccccc2OC1(C)C(=O)OCC (stereo unspecified)	nt	-1	23	-4	-10	nt	-1	42	nt
COCC1CCN(C(=O)CCc2nnc(C3(c4ccc(Cl)cc4)CCC3)o2)C1 (stereo unspecified)	15	0	3	-1	0	-6	-5	0	7
CC1(C)Cc2nc3sc4c(=O)n(Cc5ccccc5)cnc4c3cc2CS1	18	1	0	4	-8	-3	-1	-22	-6
Cc1ccc(NCC(=O)c2ccc([N+](=O)[O-])cc2)cc1	9	6	9	15	-7	-12	-3	45	-3
Cn1c(=O)oc2cc(S(=O)(=O)NCc3ccc(C(=O)O)cc3)ccc21	2	28*	-1	2	2	-2	-4	-10	-13
CCN1C(=O)N(CC)C2C1N(CO)C(=O)N2CO (stereo unspecified)	8	-1	-3	7	-3	-2	-7	21	-15
O=C(Nc1ccc(Br)cc1)c1cccc(N2C(=O)C3CCCCC3C2=O)c1 (stereo unspecified)	19	-2	6	5	-8	-6	-3	1	5
C/C(=N/Nc1ccnc2cc(Cl)ccc12)c1ccc(O)cc1	27	-33	2	-484	7	-7	4	0	-6
CN1CCN(C(=O)c2cc(Br)cn2C)CC1	-4	3	-3	15	5	7	0	-6	-6
COc1ccc(NC(=O)C2CCC(C(C)(C)C)CC2)cc1S(=O)(=O)N1CCCCC1 (stereo unspecified)	18	2	26	18	0	-2	2	-17	0
C#CCOCCOCCOCCNc1nc(N2CCN(C(=O)[C@H](C(C)C)n3cc(CCO)nn3)CC2)nc(N2CCN(C(=O)[C@H](Cc3ccc(O)cc3)n3cc(CCO)nn3)CC2)n1	nt	3	nt	6	nt	nt	-3	-7	nt
CC(=O)NC(=S)Nc1cccc([N+](=O)[O-])c1	0	5	2	-2	-5	-1	0	-12	-10
CCOC(=O)c1ccc(NC(=O)c2ccccc2C)cc1	17	2	9	6	65*	58*	7	27	70*
O=C(c1cc(-c2ccccc2)nc2ccccc12)N1CCCC1	13	2	3	12	1	-1	-3	-24	-19
O=C(CSc1ncnc2sccc12)NC1CCS(=O)(=O)C1 (stereo unspecified)	4	-13	-10	-6	9	-1	0	-9	7
CCOC(=O)c1c(SCc2ccccc2)n[nH]c1N	5	0	-8	-16	-1	0	-5	11	8
O=C(/C=C/c1ccc([N+](=O)[O-])cc1)OCC(=O)N1CCCC1	8	5	5	22	12	7	-6	-6	-17
Cc1ccc(CS(=O)Cc2ccc(C(=O)NCc3cccs3)o2)cc1 (stereo unspecified)	7	1	-2	-17	8	11	7	11	1
COc1ccc(CNS(=O)(=O)c2ccc(-n3cnnn3)c(OC)c2)cc1	15	0	3	-2	8	0	-3	-2	-13

Some of these compounds in order of heavy-atom count, smallest number first:
SMILES	NLRP3 yeast inh	SENP1 FRET inh	Apaf1 inhib	SENP8 block-1	SENP7 inh	SENP8 block-2	HKDC1 inhibitor	PfGluPho inh	SENP6 block
CCOC(=O)c1c(SCc2ccccc2)n[nH]c1N	5	0	-8	-16	-1	0	-5	11	8
O=C(CSc1ncnc2sccc12)NC1CCS(=O)(=O)C1 (stereo unspecified)	4	-13	-10	-6	9	-1	0	-9	7
CCOC(=O)C1=C(C)c2ccccc2OC1(C)C(=O)OCC (stereo unspecified)	nt	-1	23	-4	-10	nt	-1	42	nt
CC1(C)Cc2nc3sc4c(=O)n(Cc5ccccc5)cnc4c3cc2CS1	18	1	0	4	-8	-3	-1	-22	-6

From PubChem BioAssay
